Bioassay records deposited in PubChem by National Center for Advancing Translational Sciences (NCATS).
Sm TGR inh – inhibitors of Schistosoma mansoni thioredoxin glutathione reductase; Q962Y6; purified TGR, DTNB reduction, TNB absorbance 405 nm; Potency, µM (series often up to 114 µM), inactives show at the top dose activity change, negative = inhibition, actives largely listed as inhibitors; 360,000 compounds, 3% hits; AID 485364; also: nearly all actives have a fitted effect of over 60% in size
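Kinetic colorimetric format: TGR-catalysed, NADPH-driven DTNB reduction monitored via TNB absorbance. Enzyme dispensed at 20 nM; compound exposure 15 min at room temperature before reaction start.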
Pf growth 96h – inhibits malaria parasite growth, 96 h; AID 504834; 320,000 compounds, 6.9% hits; P. falciparum luciferase reporter growth, 96 h; Potency, µM (top dose mostly 28.7 µM), inactives show at the top dose activity change, negative = inhibition, usual class: inhibitors
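Readout is luminescence from an integrated firefly luciferase in P. falciparum. Red cells, 2% hematocrit and 0.05% parasitemia final, were cultured with compound through two parasite generations (96 hours) at 37 C, 5% CO2.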
LmPK inhibitor – blocks Leishmania mexicana pyruvate kinase activity; Q27686; purified LmPK, Kinase-Glo ATP luminescence, 1 h; Potency, µM (top dose mostly 57.5 µM), for inactives: top-dose activity change, negative = inhibition, actives largely listed as inhibitors; 290,000 compounds, 0.37% hits; AID 1721
Target sequence (Q27686 whole entry, looked up): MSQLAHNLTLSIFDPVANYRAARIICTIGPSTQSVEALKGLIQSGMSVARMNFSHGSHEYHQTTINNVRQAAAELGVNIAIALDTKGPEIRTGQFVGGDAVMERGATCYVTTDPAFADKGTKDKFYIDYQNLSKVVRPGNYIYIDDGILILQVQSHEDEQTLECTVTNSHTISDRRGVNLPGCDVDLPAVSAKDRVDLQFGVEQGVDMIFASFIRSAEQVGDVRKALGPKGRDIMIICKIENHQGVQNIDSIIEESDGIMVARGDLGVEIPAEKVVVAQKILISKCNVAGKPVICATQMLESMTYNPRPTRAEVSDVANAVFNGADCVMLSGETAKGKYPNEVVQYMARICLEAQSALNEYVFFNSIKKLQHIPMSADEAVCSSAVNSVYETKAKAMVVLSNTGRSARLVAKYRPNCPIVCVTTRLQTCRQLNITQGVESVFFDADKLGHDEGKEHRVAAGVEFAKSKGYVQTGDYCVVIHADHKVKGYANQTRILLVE
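Screened at intermediate enzyme activity to detect both inhibitors and activators: LmPK at 0.1 nM, with a 0.5 nM enzyme column as activation reference. PEP 0.5 mM, ADP 0.1 mM; ATP detected by luminescence after 1 h.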
Pf growth 48h – inhibits P. falciparum growth in the first generation, 48 h; P. falciparum luciferase growth in erythrocytes, 48 h; Potency, µM (series often up to 28.7 µM), inactives show top-dose activity change, negative = inhibition, usual class: inhibitors; 310,000 compounds, 5.9% hits; AID 504832
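Luciferase-expressing parasites in RBCs, 2% Hct / 0.1% parasitemia final; RPMI 1640 + 0.5% Albumax; 37 C, 5% CO2, one generation; luminescence read-out, lower signal = inhibition.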
HCV inhibitor – HCV inhibition. Potency, µM (titrated, usually from 41.8 µM), for inactives: at the highest dose activity change, negative = inhibition, hits mostly inhibitors. 340,000 compounds, 3.4% hits. Huh7.5.1 HCVcc-Cre infection, luciferase reporter, 44 h
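Infectious HCV cell culture screen: compound-treated cells (1,000/well, pre-plated 4 h) are infected with HCVcc-Cre at roughly 0.5 moi and grown 44 h. Infection is quantified by luciferase signal after 15 min substrate incubation at room temperature.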
Tb PYK inh – inhibitors of Trypanosoma brucei pyruvate kinase. 410,000 compounds, 0.12% hits. Potency, µM (titrated, usually from 76.8 µM), for the others: at the highest dose activity, negative = inhibition, actives largely listed as inhibitors. TbPYK enzyme, Kinase-Glo Plus ATP luminescence, 45 min. Q57TT1; also: nearly all actives have a fitted effect of over 50% in size
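Glycolytic pyruvate kinase of T. brucei was incubated with substrate, test compound and 130 uM ADP for 45 minutes at room temperature. Luminescent Kinase-Glo Plus signal was measured after 10 minutes.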
The depositor's hits bear a star; u = inconclusive; x = no result given; & = joins results of further samples; [ ] = dose if it differs, or a comment. Calls follow the shape of the dose curve; as a rule, active = well fitted curve in the direction sought with a large enough effect; inconclusive = small, poorly fitted or top-dose-only effect, or another doubt; inactive = no such curve, though single readings can be large; an effect the other way counts as inactive or inconclusive. % is scaled to controls: 0 for no effect and ±100 for the full control effect; potency is read from the fitted curve at half-maximal effect.

Every second line gives: Sm TGR inh, Pf growth 96h, LmPK inhibitor, Pf growth 48h, HCV inhibitor, Tb PYK inh
1. CC(=O)NC(Cc1cc(C)ccc1C)C(=O)N1CCN(C(=O)c2ccc(Br)cc2)CC1 (stereo not given)
 : x, -20.6%, -0.3%, -18.5%, -19.2%, -8.1%
2. CCCN1CC(=O)N2C(c3cccc(OC)c3OC)c3[nH]c4ccccc4c3C[C@H]2C1=O (stereo not given in full)
 : 18.4%, 4.15µM*, 2.8%, 9.28µM*, -5.3%, -9.6%
3. CCOC(=O)C1CCC2(CC1)C(C#N)=C(N)Oc1n[nH]c(C)c12 (stereo not given)
 : -14.4%, -27.5%, 0.1%, u, 21.3%, -2.9%
4. CCOc1ccc(OCCC(=O)OC(C)C(=O)Nc2ccc(C(C)=O)cc2)cc1 (stereo not given)
 : -1.5%, 8.3%, -1.5%, 5.6%, 20.3%, -4.7%
5. N#Cc1c(NC(=O)C2CCCO2)sc2c1CCCCCC2 (stereo not given)
 : 3.5%, 126.0%[activator], 0.4%, 79.1%[activator], -2.7%, 5.8%
6. CC(=O)Nc1ccc(NC(=S)Nc2ccccc2)cc1
 : -32.5%, -0.9%, 1.6%, 11.9%, -2.8%, 0.6%
7. CCc1cccc(C)c1NC(=S)NCc1ccccc1
 : 6.7%, 16.8%, 1.7%, u, u, 0.4%
8. O=c1[nH]c(=O)n(C2C[C@H](O)[C@@H](CO)O2)cc1C(F)(F)F (stereo not given in full)
 : -6.0%, -1.2%&-19.8%, x, -1.2%&-5.3%, -1.3%, -8.8%&-8.1%
9. CC(=O)Nc1sc2c(c1C(c1cccs1)N1CCOCC1)CCCC2 (stereo not given)
 : 22.4µM*, u, 0.9%, u, 3.5%, -13.3%
10. COc1ccc(-c2c(C)sc(NC(=O)c3ccnn3C)c2C#N)cc1
 : -0.7%, -20.9%, 0.1%, 4.0%, u, -1.3%
11. Cc1c(N2C(=O)/C(=C\c3ccccc3O)SC2=S)c(=O)n(-c2ccccc2)n1C
 : -31.5%, -4.8%, 1.6%, -22.2%, 5.4%, u
12. O=C(c1cnn2c(C(F)(F)F)cc(-c3ccccc3)nc12)N1CCC2(CC1)OCCO2
 : 3.9%, 14.7µM*, 5.9%, x, 0.8%, -1.8%
13. O=C(CN1CCOc2ccccc21)NCc1ccc(F)cc1
 : -4.4%, -10.7%, -3.4%, 17.5%, 4.6%[8.37 µM], -19.2%
14. O=C(COc1ccc(S(=O)(=O)NC2CCCCC2)cc1Cl)N1CCN(c2ccccc2)CC1
 : -0.2%, u, 8.1%, x, -28.1%, -8.3%
15. Cc1cccc(C(=O)OCC(=O)N(C)c2ccccc2)c1C
 : 9.6%, 14.7%, -4.4%, 8.3%, 2.5%, 1.8%

Later entries.
Every second line gives: Sm TGR inh, Pf growth 96h, LmPK inhibitor, Pf growth 48h, HCV inhibitor, Tb PYK inh
16. O=C(Nc1nc2ccccc2n1CCOc1ccccc1)c1ccco1
 : -14.4%, 2.94µM*, 1.9%, 2.94µM*, u, 5.3%
17. Cn1ncc(Cl)c1C(=O)NC1CCCC1
 : -3.2%, 3.8%, 0.2%, 10.6%, -1.4%, 4.6%
18. CCOC(=O)CN(C(=O)c1snc(C(N)=O)c1N)C(C(=O)NCCC(C)C)c1ccc(F)cc1 (stereo not given)
 : -5.9%, u, -2.9%, 22.9%, 6.9%, 0.3%
19. COc1ccc(NC(=O)CN2CCN(c3nc(-c4ccc(F)cc4)cs3)CC2)c(OC)c1
 : 41.7%[activator], 54.7%[activator], 2.6%, 35.4%[activator], u, -10.9%
20. O=C(Cc1ccc(-c2ccccc2)cc1)Nc1ccccc1
 : 5.5%, -3.2%, -4.8%, 12.9%, -0.6%, -1.4%
21. O=C(O)c1cc(=O)cc(C(=O)O)[nH]1
 : -3.7%, x, -2.4%, -2.2%, 8.3%, 1.7%
22. COc1cc(/C=N/n2cnnc2)ccc1OCc1ccc(C)cc1
 : -19.5%, x, -1.3%, 4.2%, 1.4%, -17.1%
23. Cn1ccnc1SCC(=O)NC12CC3CC(CC(C3)C1)C2
 : -6.4%, -24.0%, 1.6%, -10.1%, 7.0%, -6.5%
24. COCCNC(=O)C(c1ccc(OC)cc1)N(C(=O)Cn1nnc2ccccc21)c1cccnc1 (stereo not given)
 : 7.9%, 1.9%, -2.3%, 11.0%, -6.1%, 0.7%
25. COc1ccc(CCNC(=O)CSc2nc(=O)n3cc(C)ccc3n2)cc1OC
 : 7.2%, 46.5%, x, 28.4%, -5.4%, 0.1%
26. Oc1ccc(N=Nc2n[nH]c(-c3ccccc3)n2)cc1
 : -7.1%, u, u, 23.5%, 0.1%, -10.3%
27. CCOC(=O)c1nnc(-c2ccccc2)[nH]c1=O
 : 9.8%, -30.8%[1.15 µM], -5.8%, 33.9%[activator], 1.5%, 5.0%
28. O=C(NCCN1CCN(c2ccccc2)CC1)C1CCN(S(=O)(=O)N2CCOCC2)CC1
 : 7.7%, 36.6%, 5.0%, -9.5%, 3.4%, -3.3%
29. C=CCOC(=O)C1=C(C)Nc2ncnn2C1c1cc(Br)ccc1F (stereo not given)
 : 2.7%, -11.9%, 2.0%, -4.9%, -24.8%, 9.6%
30. Cc1cc([N+](=O)[O-])c(C)cc1-c1ccc(/C=N/NC(=O)c2cccnc2)o1
 : u, 0.0%, 3.2%, u, -8.0%, -4.7%

(more compounds)
Every second line gives: Sm TGR inh, Pf growth 96h, LmPK inhibitor, Pf growth 48h, HCV inhibitor, Tb PYK inh
31. O=C(CCc1n[nH]c(=O)[nH]c1=O)N/N=C/c1ccc(Br)o1
 : u, -18.2%, 13.2%, 0.8%, 19.3%, -8.2%
32. Cc1ccc(CSc2nnc(CS(=O)Cc3ccc(Cl)cc3Cl)n2C)cc1 (stereo not given)
 : -8.0%, u, 0.7%, u, u, 0.2%
33. O=C(OCc1nnc(-c2ccccc2)o1)c1cc(Cl)ccc1[N+](=O)[O-]
 : 3.4%, 38.5%[activator], -4.1%, 0.0%, 5.1%, 2.5%
34. Cc1ccc(-n2c(Cc3cccn3C)nnc2SCC(=O)NCc2ccco2)cc1
 : 39.8µM*, 44.5%[activator], 5.7%, 8.28µM*, 19.4%, -9.7%
35. CC(C)Oc1cccc(C(=O)C2CCCN(Cc3cnn(C(C)C)c3)C2)c1 (stereo not given)
 : -7.2%, 37.9%[activator], 0.9%, -17.6%, u, -1.3%
36. COC(=O)C1=C(c2ccc(F)cc2OCc2ccccc2)C[C@@H]2CC[C@H]1N2C(=O)NCCCc1ccccc1
 : 5.7%, 5.22µM*, x, 11.7µM*, 10µM*, -12.5%
37. Cc1ccc(S(=O)(=O)N2CCC(C(=O)Nc3ccccc3N3CCCC3)CC2)cc1
 : 2.2%, 0.0%, x, u, -21.8%, -3.7%
38. Cc1ccc(OCC(=O)Nc2ccc(S(=O)(=O)Nc3cc(C)nc(C)n3)cc2)c(C)c1
 : 6.1%, 2.0%, x, u, 10.9%, 3.0%
39. COc1ccc(-c2cc(C(=O)Nc3cccnc3)c3ccccc3n2)cc1OC
 : 0.5%, 45.7%[activator], 4.0%, u, -2.9%, -4.8%
40. C=CCn1c(Br)nc2c1c(=O)[nH]c(=O)n2C
 : 5.1%, x, 0.9%, 8.3%, -11.5%, 6.6%
41. CN(C)C(=O)Oc1ccc([N+](=O)[O-])cc1
 : -0.4%, -5.8%, 2.5%, -9.3%, -9.0%, -1.7%
42. Cc1ccc(S(=O)(=O)/N=S(/C)c2ccccc2)cc1 (stereo not given)
 : -2.3%, 43.2%[activator], -3.9%, 0.4%, -13.0%, -11.2%
43. CCOc1ccc(C(CCc2ccccc2)NC(=O)c2ccccc2)cc1OCC (stereo not given)
 : -4.6%, x, -0.1%, 4.65µM*, 0.5%, -4.6%
44. Cc1cc(C)c(S(=O)(=O)N(CC(=O)O)CC(=O)O)c(C)c1
 : 7.1%, x, 5.9%, 18.0%, 3.6%, x
45. CCCCC(CC)C(=O)NCCCN1CCN(CCCNC(=O)C(CC)CCCC)CC1 (stereo not given)
 : u, -1.9%, 3.9%, 5.86µM*, 7.0%, -3.9%

Remaining list, next part:
Every second line gives: Sm TGR inh, Pf growth 96h, LmPK inhibitor, Pf growth 48h, HCV inhibitor, Tb PYK inh
46. COc1ccc(C(=O)CC(CC(=O)c2ccc(OC)cc2)C(=O)O)cc1
 : -17.1%, 91.1%[activator], x, u, -2.8%, 2.1%
47. Cc1ccc(CNC(=O)CCC(=O)N2CC(C)Sc3ccccc32)cc1 (stereo not given)
 : 0.2%&3.3%, u, -1.2%, -2.0%, -22.6%, 4.0%&6.9%
48. COc1ccc(/C=C(/CC(=O)Nc2ccccc2)c2nc3ccccc3s2)cc1
 : 1.6%, u, -2.5%, -24.6%, -10.0%, -2.4%
49. CN(Cc1cc(Br)cc(Br)c1N)C1CCCCC1
 : x, 19µM*, x, u, x, -5.4%
50. O=C(O)c1ccc(N/N=C/c2ccc(C(F)(F)F)cc2)cc1
 : -3.1%, x, 1.4%, 58.6%[activator], 31.3%[activator], -10.6%
51. COC(=O)c1ccc(NC(=O)COC(=O)c2cccc3c(=O)c(C)c(-c4ccccc4)oc23)cc1
 : 0.8%, -9.0%, 5.8%, 20.6%, -12.4%, -1.5%
52. N/C(CSc1ncccc1C(F)(F)F)=N\O
 : 14.8%, 9.4%, 6.8%, 13.4%, 38.1%[activator], -1.0%
53. COc1ccc(CCn2c(=N)c(C(=O)NCc3ccco3)cc3c(=O)n4cccc(C)c4nc32)cc1
 : -2.1%, 0.586µM*, -2.2%, 0.465µM*, u, -3.5%
54. CC(C)C(=O)Nc1c(-c2ccc(Cl)cc2)c(=O)c2ccccc2n1C
 : -28.3%, 3.9%, 0.3%, 12.3%, 9.6%, 0.8%
55. CCN(Cc1nc2cc(Cl)ccc2c(=O)[nH]1)C(=O)c1ccc(C)c(NC(=O)c2ccco2)c1
 : u, 8.28µM*, x, 9.28µM*, u, -0.9%
56. COc1cc(C[C@@H](C)N)c(OC)cc1I
 : -4.9%, -15.4%, 4.9%, u, u, 0.4%
